HT1080-NT tox: kills 2HG-producing HT-1080-NT fibrosarcoma cells. HT-1080-NT fibrosarcoma viability, CellTiter-Glo ATP luminescence, 48 h. 1.6% of 360,000 active. AID 686970. Potency, µM (top dose mostly 46.1 µM), without a hit: top-dose activity, negative = less viability, usual class: cytotoxic;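 also: NT is the 2HG producing partner of a matched IDH1 knockdown line; potency is read from the fitted curve at half-maximal effect; 0% = DMSO-treated cells and -100% = media-only wells without cells; nearly all actives have a fitted effect of over 55% in size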
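750 cells/well, RPMI + 5% FBS; 2 h settle, compound pin-transfer, 48 h at 37 degrees C. CellTiter-Glo 10 min RT, luminescence. Normalized to DMSO and media-only wells.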
MCF10A rerep: inducers of DNA re-replication in MCF 10A breast cells; MCF 10A DNA re-replication, Hoechst nuclear intensity, 48 h; Potency, µM (top dose mostly 46.1 µM), for the others: at the highest dose activity, positive = re-replication, most hits filed as activators; 2.9% of 350,000 active; also: potency is read from the fitted curve at half-maximal effect; % of control where 0% means no effect; nearly all actives have a fitted effect of over 50% in size
ATXN2 expr inh: inhibitors of ATXN2 expression; 0.72% of 360,000 active; HEK-293 ATXN2-luciferase reporter, luminescence, 24 h; Potency, µM (doses to about 57 µM), inactives show top-dose activity change, negative = inhibition, usual class: inhibitors; also: potency is read from the fitted curve at half-maximal effect; % is scaled to controls: 0 for no effect and ±100 for the full control effect; nearly all actives have a fitted effect of over 55% in size
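qHTS (up to 57 uM final) was run with 24 h compound exposure of reporter cells at 37 °C. Each well was multiplexed: SteadyGlo luminescence measured ATXN2-luciferase expression after a fluorogenic Gly-Phe-AFC viability readout (25 uM final).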
HT1080 IDH1KD tx: toxicity to HT-1080 IDH1 knockdown cells (counter line) | HT-1080 IDH1 knockdown viability, ATP luminescence, 48 h | Potency, µM (highest dose often 46.1 µM), for the others: top-dose activity, negative = toxicity, hits mostly cytotoxic | 2% of 360,000 active | AID 686971;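 also: potency is read from the fitted curve at half-maximal effect; 0% = DMSO wells and -100% = cell-free medium wells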
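Luminescent ATP read-out (CellTiter-Glo, 10 min at room temperature) after 48 h compound exposure at 37 °C gave viability of IDH1-knockdown HT-1080 cells. Activity was normalised to DMSO and cell-free wells, then fitted as concentration-response curves.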
KB-3-1 cytotox: KB-3-1 parental cell cytotoxicity; KB-3-1 viability, CellTiter-Glo ATP luminescence, 72 h; Potency, µM (doses to about 46.1 µM), without a hit: at the top dose activity change, negative = cytotoxic, actives largely listed as cytotoxic; 1.4% of 400,000 active; AID 1347075; also: potency is read from the fitted curve at half-maximal effect; % is scaled to controls: 0 for no effect and ±100 for the full control effect; nearly all actives have a fitted effect of over 60% in size
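Cytotoxicity in the drug-sensitive parental line KB-3-1 was scored as loss of CellTiter-Glo luminescence following 72 h incubation with compound. Values come from curve fitting of normalized concentration-response data.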
SW480 rereplic: DNA re-replication induction in SW480 cells; SW480 DNA re-replication, Hoechst DNA content imaging, 48 h; 1.8% of 340,000 active; Potency, µM (doses to about 46.1 µM), for the others: at the highest dose re-replication activation, usual class: activators; also: potency is read from the fitted curve at half-maximal effect; % of control where 0% means no effect; nearly all actives have a fitted effect of over 55% in size
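SW480 cells exposed to compounds for 48 hr at 37 C, 5% CO2, then Hoechst-stained 40 min. Nuclear DNA content imaged by fluorescence scanning (405 nm excitation, 500-530 nm emission); re-replication scored as increased high-intensity nuclei.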
IL-1B inflam inh: blocks inflammasome-driven IL-1 beta release; activity change, % at 57.5 µM; 4.7% of 360,000 active; THP-1 LPS/ATP IL-1B secretion, AlphaLISA, 16 h; active compounds read low; in the data active = activity change below about -50%; inconclusive = mostly about -30% to -49%; also: % is scaled to controls: 0 for no effect and ±100 for the full control effect
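Secreted IL-1B measured by AlphaLISA bead assay after 16 h compound exposure of THP-1 cells; compounds (final up to 57.5 uM) added 1 h before LPS (250 ng/mL) and ATP (1.25 mM) stimulation; lower signal means less secretion.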
KB-V1 cytotox: kills drug-selected multidrug resistant KB-V1 cells | Potency, µM (highest dose often 46.1 µM), for the others: top-dose activity change, negative = cytotoxicity, usual class: cytotoxic | 3.4% of 400,000 active | KB-V1 MDR cells viability, CellTiter-Glo, 72 h | AID 1347076; also: potency is read from the fitted curve at half-maximal effect; % is scaled to controls: 0 for no effect and ±100 for the full control effect; nearly all actives have a fitted effect of over 60% in size
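Luminescent ATP read-out (CellTiter-Glo, 10 min) measures survival of drug-selected KB-V1 MDR cells after 72 h, 37 degrees C compound exposure. Medium: phenol-red-free DMEM, 10% FBS. Values from fitted concentration-response curves.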
WRN inhibitor: WRN helicase (human) inhibition | 0.46% of 360,000 active | Q14191 | WRN helicase unwinding, fluorescent forked duplex, kinetic | Potency, µM (highest dose often 114 µM), inactives show top-dose activity change, negative = inhibition, actives largely listed as inhibitors | AID 651768; also: potency is read from the fitted curve at half-maximal effect; % is scaled to controls: 0 for no effect and ±100 for the full control effect; nearly all actives have a fitted effect of over 55% in size
Target sequence (Q14191 whole entry, looked up): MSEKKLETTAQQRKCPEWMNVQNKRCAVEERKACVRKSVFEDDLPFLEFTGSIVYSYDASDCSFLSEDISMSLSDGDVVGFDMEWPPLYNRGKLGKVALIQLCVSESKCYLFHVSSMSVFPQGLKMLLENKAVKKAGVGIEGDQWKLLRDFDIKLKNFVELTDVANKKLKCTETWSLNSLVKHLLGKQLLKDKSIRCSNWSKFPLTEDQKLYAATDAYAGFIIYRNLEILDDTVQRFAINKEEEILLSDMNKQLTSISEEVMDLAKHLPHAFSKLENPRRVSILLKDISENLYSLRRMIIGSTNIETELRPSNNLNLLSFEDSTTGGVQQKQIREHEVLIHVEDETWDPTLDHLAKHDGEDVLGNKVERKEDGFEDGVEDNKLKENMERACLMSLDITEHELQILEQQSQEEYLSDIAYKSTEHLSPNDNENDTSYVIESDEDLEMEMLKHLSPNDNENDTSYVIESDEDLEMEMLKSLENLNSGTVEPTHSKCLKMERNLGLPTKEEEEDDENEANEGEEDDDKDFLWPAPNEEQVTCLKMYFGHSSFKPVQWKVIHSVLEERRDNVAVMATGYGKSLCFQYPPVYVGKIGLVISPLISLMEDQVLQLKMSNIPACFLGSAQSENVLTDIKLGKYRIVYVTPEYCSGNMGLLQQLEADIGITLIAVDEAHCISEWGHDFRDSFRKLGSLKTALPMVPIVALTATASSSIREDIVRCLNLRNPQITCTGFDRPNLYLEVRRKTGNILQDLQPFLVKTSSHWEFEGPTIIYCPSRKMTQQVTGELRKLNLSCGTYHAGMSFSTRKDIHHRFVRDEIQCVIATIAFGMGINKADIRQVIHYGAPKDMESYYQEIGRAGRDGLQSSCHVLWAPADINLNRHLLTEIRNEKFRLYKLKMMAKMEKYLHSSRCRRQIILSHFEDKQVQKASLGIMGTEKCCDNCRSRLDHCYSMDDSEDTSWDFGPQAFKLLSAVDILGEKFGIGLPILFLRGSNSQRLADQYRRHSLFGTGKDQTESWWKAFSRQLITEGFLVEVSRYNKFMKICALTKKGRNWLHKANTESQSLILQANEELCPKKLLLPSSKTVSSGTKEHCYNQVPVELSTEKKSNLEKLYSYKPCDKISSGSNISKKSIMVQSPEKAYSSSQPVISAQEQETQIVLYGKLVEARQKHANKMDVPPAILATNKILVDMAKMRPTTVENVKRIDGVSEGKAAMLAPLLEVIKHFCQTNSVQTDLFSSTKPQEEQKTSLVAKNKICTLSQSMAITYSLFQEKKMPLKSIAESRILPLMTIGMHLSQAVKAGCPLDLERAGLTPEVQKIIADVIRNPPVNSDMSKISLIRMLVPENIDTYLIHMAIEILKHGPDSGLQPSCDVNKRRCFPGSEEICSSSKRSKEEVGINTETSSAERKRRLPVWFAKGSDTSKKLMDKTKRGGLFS
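Kinetic red-fluorescence monitoring (525/598 nm) tracks WRN helicase activity after 100 nM fluorophore-quencher forked duplex and 2 mM ATP are added to 20 nM enzyme pretreated 15 min at room temperature with compound.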
The depositor's hits bear a star; i = inactive; ? = inconclusive; . = no result given; & = joins results of further samples; [ ] = remark or other dose. Unless noted, calls follow the shape of the dose curve; as a rule, active = well fitted curve in the direction sought with a large enough effect; inconclusive = small, poorly fitted or top-dose-only effect, or another doubt; inactive = no such curve, though single readings can be large; an effect the other way counts as inactive or inconclusive.

The line under a structure holds: HT1080-NT tox, MCF10A rerep, ATXN2 expr inh, HT1080 IDH1KD tx, KB-3-1 cytotox, SW480 rereplic, IL-1B inflam inh, KB-V1 cytotox, WRN inhibitor
- COc1ccc(C2OC(=O)C(C)(C)C(=O)C2(C)C)cc1OC (stereo not given)
→ -3%, 6%, ., -2%, 1%, ?, -17, -11%, 1%
- CC1(C)Cc2c(cnn2-c2ccc(F)cc2)C(NC(=O)Cn2cncn2)C1 (stereo not given)
→ -1%, -6%, 2%, 2%, 18%, -32%[inhibitor], i, -6%, -3%
- c1cncc(-c2noc(-c3cccc4ccccc34)n2)c1
→ 0%, 2%, 88%[activator], -1%, -19%, 3%, 1, -2%, -2%
- O=C1NC(=O)N(c2ccccc2)C1=O
→ -8%, 2%, 13%, 16%, ?, -11%, 1, 0%, 4%
- COc1ccc(CNC(=O)OCCN2CCN(Cc3ccccc3)CCC2=O)cc1
→ 0%, 20%, -2%, 4%, 3%, -1%, -1, 0%, 4%
- Nn1cnc2scc(-c3cccs3)c2c1=O
→ -2%, -2%, -20%, -6%, 3%, -13%, -1, 21%, 4%
- COC(=O)c1ccccc1C(=O)N1CCC(CCC(=O)NC2CC2)CC1
→ 1%, 0%, 11%, 5%, 5%, -2%, -6, ?, -2%
- O=C(Cn1c(NCCO)nc2ccccc21)c1ccc([N+](=O)[O-])cc1
→ 5%, 2%, -4%, -1%, 7%, 0%, 7, 0%, 3%
- CC1CCCCC12NC(=O)N(CC(=O)c1ccc3c(c1)OCO3)C2=O (stereo not given)
→ 0%, 2%, 5%, -10%, -3%, -2%, -7, -7%, 2%
- O=C(Nn1c(-c2ccncc2)nc2ccccc2c1=O)c1ccccc1Br
→ 2%, -6%, 3%, 4%, -16%, 1%, 17, 14%, -17%
- CC(=O)c1ccc(NC(=O)C(C)OC(=O)c2ccc(NS(=O)(=O)c3ccc(F)c(F)c3)cc2)cc1 (stereo not given)
→ 0%, 20%, 8%, -4%, 22%, 0%, 0, 11%, 0%
- Cc1ccc(NCc2nnc(SCC(=O)Nc3ccccc3)n2CC2CCCO2)c(C)c1 (stereo not given)
→ 1%, 1%, 1%, -5%, -3%, -6%, -29, -22%, 3%
- COC(=O)CCc1sc(Nc2ccc(Br)cc2)nc1-c1ccc(OC)cc1
→ ?, ?, -25%, ?, 12%, 2%, -14, ?, -10%
- COc1ccc(C(=O)NCCc2nnc(SCC(=O)Nc3ccccc3C(C)C)n2C)cc1
→ 0%[9.24 µM], 0%, 1%, -2%, 7%, -7%, 0, 11%, -1%
- CCOC(=O)C1CCCN(CC(=O)c2c[nH]c3ccc(C)cc23)C1 (stereo not given)
→ -5%, -5%, -18%, -6%, 2%, -3%, 22, 1%, 2%

Part of the list above in order of number of heavy atoms, smallest number first:
The line under a structure holds: HT1080-NT tox, MCF10A rerep, ATXN2 expr inh, HT1080 IDH1KD tx, KB-3-1 cytotox, SW480 rereplic, IL-1B inflam inh, KB-V1 cytotox, WRN inhibitor
- Nn1cnc2scc(-c3cccs3)c2c1=O
→ -2%, -2%, -20%, -6%, 3%, -13%, -1, 21%, 4%
- CC1(C)Cc2c(cnn2-c2ccc(F)cc2)C(NC(=O)Cn2cncn2)C1 (stereo not given)
→ -1%, -6%, 2%, 2%, 18%, -32%[inhibitor], i, -6%, -3%
- COc1ccc(C(=O)NCCc2nnc(SCC(=O)Nc3ccccc3C(C)C)n2C)cc1
→ 0%[9.24 µM], 0%, 1%, -2%, 7%, -7%, 0, 11%, -1%

Next part.
The line under a structure holds: HT1080-NT tox, MCF10A rerep, ATXN2 expr inh, HT1080 IDH1KD tx, KB-3-1 cytotox, SW480 rereplic, IL-1B inflam inh, KB-V1 cytotox, WRN inhibitor
- Cc1cc(NC(=O)CSc2nnc(-c3ccc([N+](=O)[O-])cc3)o2)no1
→ 10%, 1%, 3%, -7%, -13%, 9%, -4, -10%, 4%
- C/C(CCc1ccccc1)=N/NC(=O)C(=O)NC(C)c1ccccc1 (stereo not given)
→ 3%, -2%, -12%, 4%, -3%, 1%, 15, -5%, -8%
- COC(=O)c1cc(C#N)c(Oc2ccccc2)nc1C
→ 0%, 2%, -4%, -1%, 2%, -5%, -4, -27%, -28%
- Nc1nc2ccccc2n1C(=O)c1ccc(F)cc1
→ ?, -6%, 3%[11.3 µM], ?, ?, 0%, -9, ?, ?
- Nc1o[nH]c(=O)c1C1CCCCC1
→ -10%, -1%, 9%, 0%, -4%, -3%, -11, -1%, 4%
- Cc1ccnc2nc(C(=O)NCCc3ccc(F)cc3)nn12
→ -5%, 4%, 5%, -2%, -2%, -3%, -4, 10%, -15%
- C=CCNC(=O)C(=O)NN=C1CCN(C)CC1
→ 1%, 15%, 5%, -1%, 11%, -3%, 28, 3%, -4%
- CCOC(=O)C1(CC2CCCCO2)CCN(C(=O)Nc2ccccc2)CC1 (stereo not given)
→ 18%, -3%, 19%, 12%, 4%, 16%, 3, ?, 2%
- O=C(Nc1ccc(N2CCOCC2)cc1)c1ccc([N+](=O)[O-])cc1
→ ?, 0%, 8%, 16%, 12%, 0%, -6, -3%, -4%
- CCN(CC)c1nc(C#N)cc(-c2ccc(OC)cc2)n1
→ ?, 15µM*, -35%, ?, 7.3µM*, 12µM*, -9, 5.8µM*, -1%
- c1ccc(CSc2ccc3nnc(-c4ccccn4)n3n2)cc1
→ 9%, 3%, -8%, -15%, 13%, -1%, 25, ?, 3%
- COC(=O)c1ccc(Nc2nnc(-c3ccc(C)c(S(=O)(=O)NCC4CCCO4)c3)c3ccccc23)cc1 (stereo not given)
→ -2%, ?, 3%, -16%, -9%, 8%, -63*, -15%, 2%
- CCCCCCCCC(=O)Nc1cc(C)ccc1OC
→ 10%, ?, -1%, 5%, 23%, -2%, -7, 30%, -3%
- CCN(CC)CCN(C(=O)c1ccc2ccccc2c1)c1nc2ccc(OC)cc2s1
→ 2%, -3%, ., 1%, 0%, -24%, -9, ?, -1%
- O=C(CN1C(=O)NC2(CCOc3ccccc32)C1=O)Nc1ccc(Br)cc1F (stereo not given)
→ -16%, 6%, ., -28%, 0%, -6%, -20, 19%, -8%
- CCOCCCNS(=O)(=O)c1ccc2c(c1)CCN2C(C)=O
→ -4%, 2%, -12%, -8%, -2%, -13%, 15, -4%, 1%
- Cc1cn(C2OC[C@@H](O)[C@@H]2CO)c(=O)[nH]c1=O (stereo not given in full)
→ 2%, -2%, ., 2%, 4%, -12%, 9, 0%, -4%
- Cc1ccc(NC(=O)CCS(=O)(=O)c2ccccc2)cc1S(=O)(=O)N1CCOCC1
→ -1%, -7%, ., 1%, -5%, -6%, 0, 1%, 5%
- O=C(COc1ccccc1[N+](=O)[O-])N(Cc1ccco1)C1CCS(=O)(=O)C1 (stereo not given)
→ 14%, 0%, 0%, 12%, 4%, ?, 0, 19%, 5%
- O=C(O)c1cccc2c1C(=O)c1cc([N+](=O)[O-])cc([N+](=O)[O-])c1-2
→ -2%, ., ., -1%, 6%, ., 0, 10%, -12%
- CCOCCCNC(=O)CN1C(=O)COc2ccc(S(=O)(=O)N3CCC(C)CC3)cc21
→ -1%, 4%, 7%, -14%, -1%, -18%, ?, -3%, 3%
- Cc1ccc2oc(-c3ccco3)nc2c1
→ 15%, 1%, 21%, -2%, ?, -3%, 19, ?, -3%
- COc1ccc(C)cc1S(=O)(=O)N1CCN(C(=O)c2ncoc2-c2ccc(C)cc2)CC1
→ -13%, ?, -2%, -15%, -7%, -55%[inhibitor], -53*, -9%, -9%[57.1 µM]
- Cc1ccc(S(=O)(=O)NNC(=O)C2CC=CCC2C(=O)O)cc1 (stereo not given)
→ 25%, 3%, -29%, 19%, 13%, -4%, -3, 14%, 3%
- COc1cc(OC)c(OC)cc1CN1CCN(c2ccccc2OC)CC1
→ 7%, 0%, -12%, ?, -6%, 7%, -13, ?, 3%
- Brc1ccccc1OCCN1CCCC1
→ 3%, 6%, -4%, 10%, 10%, -4%, -1, 8%, -1%
- O=C(NC1CCSC1)c1cccc(Cl)c1 (stereo not given)
→ 4%, -1%, 10%, 1%, 13%, -5%, -17, -7%, -23%
- COc1ccccc1N1CCN(C(=O)CCCC2=NS(=O)(=O)c3ccccc3N2)CC1
→ 0%, 2%, 3%, 6%, -1%, 0%, 12, -26%, -2%
- CCOC(=O)c1ccc(NC(=S)N(CCN(C)C)C(C)c2ccncc2)cc1 (stereo not given)
→ -3%, 7%, ., 1%, -1%, -8%, -7, 0%, -2%
- CS(=O)(=O)N(CC(=O)Nc1ccccc1F)C1CCCCC1
→ 1%, -15%, 32%, 4%, -4%, ?, 11, 0%, 0%
- O=C(NC1CCN(Cc2ccccc2)CC1)c1[nH]c(C(F)(F)F)nc1-c1ccccc1
→ 2%&-17%, ., -10%&1%, 9%&2%, 0%&-14%, ., -5&-11, -4%&-20%, -8%&-3%

Quoted from the listing.
In IL-1B inflam inh, O=C(NC1CCN(Cc2ccccc2)CC1)c1[nH]c(C(F)(F)F)nc1-c1ccccc1 is listed with -5&-11
In HT1080-NT tox, O=C(O)c1cccc2c1C(=O)c1cc([N+](=O)[O-])cc([N+](=O)[O-])c1-2 is listed with -2%
In SW480 rereplic, Brc1ccccc1OCCN1CCCC1 is listed with -4%
In IL-1B inflam inh, O=C(NC1CCSC1)c1cccc(Cl)c1 (stereo not given) is listed with -17
In HT1080 IDH1KD tx, CCOC(=O)c1ccc(NC(=S)N(CCN(C)C)C(C)c2ccncc2)cc1 (stereo not given) is listed with 1%
In SW480 rereplic, Cc1ccc(S(=O)(=O)NNC(=O)C2CC=CCC2C(=O)O)cc1 (stereo not given) is listed with -4%
In ATXN2 expr inh, COc1cc(OC)c(OC)cc1CN1CCN(c2ccccc2OC)CC1 is listed with -12%

Source: PubChem (National Center for Advancing Translational Sciences (NCATS))
